Screens: PubChem, Sanford-Burnham Center for Chemical Genomics
UPR XBP1 act – activators of adaptive XBP1 UPR arm, primary screen, cell-based, CHO-XBP1 luciferase reporter, luminescence, uHTS | IRE1-XBP1 UPR activation; percent of tunicamycin response, DMSO as zero | activation, % at 20 µM | 330,000 tested, 0.33% active | AID 463104, 2010;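 active = versus positive control, 20 µM dose yields 30% or more activation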;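 also: 100% = tunicamycin at 10 µg/mL and 0% = DMSO only wells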
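Assay system: CHO-XBP1 luciferase reporter cells; Schedule: 6 h treatment, 37 °C; Detection: glow luminescence from Steady-Glo reagent; Benchmarks: high control tunicamycin 10 µg/mL final, low control DMSO vehicle only.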
CXCR6 block – CXCR6 receptor inhibitors, primary screen, cell-based, beta-arrestin, luminescence, CHO-K1 PathHunter, 1536-well; inhibition, % at 20 µM; 360,000 tested, 0.36% active; in the data active = inhibition above about 34%, passing the limit was not always enough;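 also: antagonist mode with CXCL16 agonist at 10 nM final; 0% = 10 nM CXCL16 with DMSO and 100% = unstimulated wells without agonist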
Target sequence (O00574 whole entry, looked up): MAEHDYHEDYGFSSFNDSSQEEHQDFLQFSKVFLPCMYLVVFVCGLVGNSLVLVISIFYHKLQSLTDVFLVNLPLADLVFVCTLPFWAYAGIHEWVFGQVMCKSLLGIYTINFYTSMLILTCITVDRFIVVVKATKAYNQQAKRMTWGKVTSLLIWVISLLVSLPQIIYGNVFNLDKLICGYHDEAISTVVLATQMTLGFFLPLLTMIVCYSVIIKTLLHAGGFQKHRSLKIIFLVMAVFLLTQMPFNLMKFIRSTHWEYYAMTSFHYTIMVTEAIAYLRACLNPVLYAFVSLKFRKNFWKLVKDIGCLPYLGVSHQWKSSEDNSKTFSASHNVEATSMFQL
CHOP UPR activ – activators of apoptotic CHOP UPR arm, primary screen, cell-based, CHO-CHOP luciferase reporter, luminescence, uHTS. activation, % at 10 µM. UPR activation; percent of tunicamycin response over DMSO baseline. 330,000 tested, 0.34% active;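 active = at 10 µM dose, activation of 40% or more, normalized to positive control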;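 also: 100% = tunicamycin at 10 µg/mL and 0% = DMSO alone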
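measured by = luciferase luminescence | assay system = CHO-CHOP cells, stable luciferase reporter of PERK-eIF2a-CHOP signalling | amount = 500 reporter cells seeded per well | timing = 6 h compound exposure at 37 °C after overnight seeding | controls = positive tunicamycin 10 µg/mL, negative DMSO alone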
Jurkat NFkB inh – inhibitors of induced NF-kB luciferase reporter, primary screen, TCR NF-kB activation inhibitor project, cell-based, luminescence, uHTS. inhibition, % at 4 µM. 330,000 tested, 0.53% active. Jurkat, PMA/ionomycin-induced NF-kB luciferase reporter; in the data active = inhibition above about 50%
CCR6 antag – CCR6 receptor antagonists, primary screen, cell-based, CHO-K1, luminescence, beta-arrestin, uHTS | C-C chemokine receptor type 6 (Homo sapiens), P51684 | CHO-K1 CCR6 PathHunter beta-arrestin, CCL20-stimulated | inhibition, % at 20 µM | 340,000 tested, 0.49% active | AID 493098, 2011;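 active = compounds whose inhibition of the agonist-driven luminescence signal at 20 µM reaches about 50%, limit read from the data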;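 also: cells stimulated with CCL20 at 14 nM final; plate controls were DMSO with CCL20 for no effect and DMSO without agonist for full effect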
Target sequence (P51684 whole entry, looked up): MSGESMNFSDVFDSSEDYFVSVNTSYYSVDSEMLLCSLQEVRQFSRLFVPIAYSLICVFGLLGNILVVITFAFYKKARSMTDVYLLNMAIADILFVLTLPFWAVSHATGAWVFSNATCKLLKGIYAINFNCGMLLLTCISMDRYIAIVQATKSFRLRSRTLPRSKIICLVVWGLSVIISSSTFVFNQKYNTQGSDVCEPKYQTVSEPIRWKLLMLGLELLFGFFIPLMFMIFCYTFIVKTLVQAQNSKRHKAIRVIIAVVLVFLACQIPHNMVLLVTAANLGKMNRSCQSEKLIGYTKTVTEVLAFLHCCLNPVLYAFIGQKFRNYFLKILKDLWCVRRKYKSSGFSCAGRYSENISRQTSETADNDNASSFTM
EBI2 block – EBI2 receptor antagonists, beta-arrestin recruitment, primary screen, cell-based, luminescence, 7a,25-OHC stimulation, uHTS | inhibition, % at 5 µM | G-protein coupled receptor 183 (Homo sapiens), P32249 | 360,000 tested, 0.81% active | 7a,25-OHC stimulated; in the data active = inhibition above about 38%;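 also: enzyme fragment complementation signal reports receptor beta-arrestin coupling in cells; 0% = agonist plus DMSO wells and 100% = wells without agonist; some results beyond the cut were filed as inactive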
Target sequence (P32249 whole entry, looked up, the tested form may be a part): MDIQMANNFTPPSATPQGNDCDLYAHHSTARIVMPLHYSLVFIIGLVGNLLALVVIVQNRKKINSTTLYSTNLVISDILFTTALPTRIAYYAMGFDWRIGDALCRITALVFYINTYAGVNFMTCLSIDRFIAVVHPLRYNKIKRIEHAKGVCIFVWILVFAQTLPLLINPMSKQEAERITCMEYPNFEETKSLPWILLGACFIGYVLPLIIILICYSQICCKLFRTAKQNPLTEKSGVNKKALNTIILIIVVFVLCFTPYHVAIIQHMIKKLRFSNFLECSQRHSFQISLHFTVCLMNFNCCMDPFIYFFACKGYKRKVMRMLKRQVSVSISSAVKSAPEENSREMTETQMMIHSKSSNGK
Mdm2 MdmX PPI – inhibitors of human Mdm2-MdmX association, primary screen, cell-based, luminescence, split luciferase, SaOS-2, uHTS | Protein Mdm4 (Homo sapiens) + E3 ubiquitin-protein ligase Mdm2 (Homo sapiens), … | SaOS-2 split-luciferase Mdm2/MdmX complementation | inhibition, % at 8 µM | 330,000 tested, 3% active;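 active = inhibition of at least 50% at 8 µM in the primary screen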
Gli-Sufu antag – Gli-Sufu pathway antagonists, primary screen, luciferase luminescence, Sufu-KO-LIGHT cells, uHTS; inhibition, % at 5 µM; Sufu-KO-LIGHT fibroblasts, Gli luciferase reporter luminescence; AID 588413, 2011; 340,000 tested, 0.74% active;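 active = inhibition above about 55%, limit read from the data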;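 also: 0% = DMSO-treated cells and 100% = wells with medium but no cells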
697 NFkB inh – inhibitors of PMA/ionomycin-induced NF-kB reporter, 697 cells, primary screen, B-cell NF-kB inhibitor project, cell-based, luminescence, uHTS. 697 B-cell NF-kB luciferase reporter, 16 h. inhibition, % at 4 µM. 330,000 tested, 0.33% active; in the data active = inhibition above about 35%
* hit, by the source's call; nt = not tested or not shown.

Letters: A = UPR XBP1 act; B = CXCR6 block; C = CHOP UPR activ; D = Jurkat NFkB inh; E = CCR6 antag; F = EBI2 block; G = Mdm2 MdmX PPI; H = Gli-Sufu antag; I = 697 NFkB inh
CCOC(=O)N1CCN(C(=O)c2cc(COc3ccc4ncccc4c3)on2)CC1
  A: -3 | B: 5 | C: 4.0 | D: 26 | E: 13 | F: 1 | G: 13 | H: 67* | I: -1

NC(=O)c1ccc(NC(=O)CN2CCN(Cc3ccccc3)CC2)cc1
  A: 1 | B: 3 | C: -0.7 | D: -34 | E: -7 | F: -6 | G: 7 | H: 7 | I: 13

Cc1cccc(-c2noc(CCCC(=O)NCC3CCCO3)n2)c1 (configuration not stated)
  A: -3 | B: -7 | C: 0.9 | D: 5 | E: 7 | F: 12 | G: 14 | H: -11 | I: 8

CC(=O)Nc1ccc(Cl)c(C(N)=O)c1
  A: 1 | B: -8 | C: -0.3 | D: 4 | E: -1 | F: 2 | G: 3 | H: -10 | I: 12

CCOc1ccc(OCCC(=O)OCC(=O)NCc2ccc(Cl)cc2)cc1
  A: -3 | B: 6 | C: 0.4 | D: 0 | E: 7 | F: 0 | G: 15 | H: -4 | I: 1

CC(C)(C)c1ccc(C(=O)C2CCCN(C(=O)CCn3cncn3)C2)cc1 (configuration not stated)
  A: 3 | B: 6 | C: 1.2 | D: -5 | E: 14 | F: -3 | G: 18 | H: 4 | I: 8

COc1cccc(C2=NOC(C(=O)Nc3cc(C)nn3-c3ccccc3)C2)c1OC (configuration not stated)
  A: 0 | B: 2 | C: -0.2 | D: 4 | E: -4 | F: -2 | G: -6 | H: -15 | I: -42

CN1CCCN(C(=O)c2ccc(Br)cc2)CC1
  A: -5 | B: 5 | C: -1.7 | D: 4 | E: 10 | F: 9 | G: -21 | H: 7 | I: -8

COc1cccc(N2CC(C(=O)Nc3nnc(SCC(=O)c4ccccc4)s3)CC2=O)c1 (configuration not stated)
  A: -2 | B: -8 | C: 4.7 | D: 5 | E: 1 | F: -7 | G: 29 | H: 0 | I: -19

CCNC(=O)COc1ccc(/C=C2\COc3ccccc3C2=O)cc1OC
  A: 3 | B: -6 | C: -1.0 | D: 10 | E: 4 | F: -47 | G: 1 | H: -29 | I: 4

O=C(N/N=C/c1ccccc1[N+](=O)[O-])c1ccc(CN2CCOCC2)cc1
  A: 1 | B: -4 | C: 1.1 | D: -5 | E: 3 | F: -15 | G: -3 | H: -1 | I: -5

CCc1ccc(-c2csc(NC(=O)C3=NN(c4ccccc4)C(=O)CC3)n2)cc1
  A: 9 | B: -12 | C: 7.1 | D: 21 | E: 1 | F: 10 | G: 33 | H: 23 | I: -37

O=C(CCCN1C(=O)c2cccnc2Oc2ccc(Cl)cc21)N1CCCCC1
  A: -2 | B: 7 | C: -3.1 | D: -5 | E: -3 | F: -2 | G: 7 | H: -3 | I: -6

Cc1cccc(NC(=O)C2SC(=Nc3c(C)cccc3C)C(C(=O)N3CCOCC3)=C2N)c1 (configuration not stated)
  A: -3 | B: 1 | C: 1.3 | D: 9 | E: 3 | F: 3 | G: 13 | H: 0 | I: -27

COc1ccccc1C(=O)NCCC(=O)N(Cc1ccco1)Cc1cccs1
  A: -4 | B: -4 | C: 0.1 | D: 0 | E: 8 | F: -8 | G: 6 | H: 13 | I: -27

O=c1[nH]c2ccc(Cl)cc2c(O)c1-c1ccccc1
  A: 2 | B: 6 | C: 1.0 | D: 3 | E: 13 | F: 4 | G: -3 | H: 0 | I: 16

NC(=O)c1nsc(C(=O)N(c2ccccc2)C(C(=O)NC2CCCC2)c2ccc3ncccc3c2)c1N (configuration not stated)
  A: -4 | B: 6 | C: 4.3 | D: 10 | E: -3 | F: -9 | G: 34 | H: 2 | I: 32

COc1cccc(CNS(=O)(=O)c2c(C)nc3scc(C)n3c2=O)c1
  A: -3 | B: -6 | C: -0.6 | D: 5 | E: 9 | F: 3 | G: 12 | H: -7 | I: -10

Cc1ccc(-c2nc(C3CCCN(S(=O)(=O)c4ccc(C(C)(C)C)cc4)C3)no2)cc1 (configuration not stated)
  A: 3 | B: 4 | C: 5.0 | D: 12 | E: 20 | F: 0 | G: 39 | H: 7 | I: 2

Cc1c(C(=O)NC2CCOC2)oc2c(F)cccc12 (configuration not stated)
  A: 4 | B: -5 | C: 4.2 | D: -78 | E: 4 | F: 4 | G: -159 | H: -54 | I: -120

O=C(CCn1c(=S)oc2ccccc21)Nc1ccc(F)cc1
  A: 3 | B: -1 | C: -2.2 | D: 3 | E: 6 | F: 12 | G: -11 | H: 9 | I: 4

CC(=O)Nc1ccc(S(=O)(=O)/N=C2\C(=O)c3ccccc3C([O-])=C2n2cc[n+](-c3ccccn3)c2)cc1
  A: 2 | B: -7 | C: -0.6 | D: 2 | E: 4 | F: -13 | G: 55* | H: -3 | I: -1

Clc1ccc(-c2nnc(-c3cccc4ccccc34)o2)cc1
  A: nt | B: 3 | C: nt | D: nt | E: 0 | F: 9 | G: nt | H: -72 | I: nt

COC(=O)CCC(=O)Nc1cccc([N+](=O)[O-])c1
  A: 4 | B: 0 | C: 2.1 | D: -13 | E: 15 | F: 0 | G: -22 | H: -1 | I: -46

O=C(O)c1cccc(C(=O)c2cccc(C(=O)O)c2)c1
  A: 0 | B: 0 | C: -0.8 | D: 0 | E: -9 | F: -7 | G: 19 | H: 4 | I: 8

Part of the list above in order of formula weight, ascending.
Letters: A = UPR XBP1 act; B = CXCR6 block; C = CHOP UPR activ; D = Jurkat NFkB inh; E = CCR6 antag; F = EBI2 block; G = Mdm2 MdmX PPI; H = Gli-Sufu antag; I = 697 NFkB inh
Clc1ccc(-c2nnc(-c3cccc4ccccc34)o2)cc1
  A: nt | B: 3 | C: nt | D: nt | E: 0 | F: 9 | G: nt | H: -72 | I: nt

COc1ccccc1C(=O)NCCC(=O)N(Cc1ccco1)Cc1cccs1
  A: -4 | B: -4 | C: 0.1 | D: 0 | E: 8 | F: -8 | G: 6 | H: 13 | I: -27

CCc1ccc(-c2csc(NC(=O)C3=NN(c4ccccc4)C(=O)CC3)n2)cc1
  A: 9 | B: -12 | C: 7.1 | D: 21 | E: 1 | F: 10 | G: 33 | H: 23 | I: -37

COc1cccc(N2CC(C(=O)Nc3nnc(SCC(=O)c4ccccc4)s3)CC2=O)c1 (configuration not stated)
  A: -2 | B: -8 | C: 4.7 | D: 5 | E: 1 | F: -7 | G: 29 | H: 0 | I: -19

(more compounds)
Letters: A = UPR XBP1 act; B = CXCR6 block; C = CHOP UPR activ; D = Jurkat NFkB inh; E = CCR6 antag; F = EBI2 block; G = Mdm2 MdmX PPI; H = Gli-Sufu antag; I = 697 NFkB inh
COCCN(CC(=O)NCc1ccc2c(c1)OCO2)C(=O)CCC(=O)Nc1nccs1
  A: -2 | B: -3 | C: 0.0 | D: 16 | E: -8 | F: -2 | G: -39 | H: 2 | I: 27

CCCc1cc(=O)[nH]c(SCC(=O)N2CCN(c3ccc(F)cc3)CC2)n1
  A: -2 | B: -9 | C: -2.0 | D: 4 | E: -7 | F: 2 | G: 22 | H: -16 | I: 8

CCCOc1ccc(NC(=O)CC2C(=O)N(C)C(=S)N2Cc2cccs2)cc1 (configuration not stated)
  A: -3 | B: -5 | C: 1.3 | D: 6 | E: 6 | F: 2 | G: 24 | H: 5 | I: 5

Cc1ccc(NC(=O)CCNS(=O)(=O)c2ccc3[nH]c(=O)oc3c2)cc1
  A: -2 | B: 6 | C: 1.6 | D: -6 | E: 5 | F: -10 | G: -15 | H: -9 | I: -8

O=[N+]([O-])c1cnccc1Nc1ccc(Cl)cc1
  A: 7 | B: -2 | C: 2.9 | D: 18 | E: 10 | F: 8 | G: 28 | H: 0 | I: 2

Cc1ccc(CCNC(=O)c2cc(S(=O)(=O)N3CCCCC3)c[nH]2)cc1
  A: -2 | B: -3 | C: 0.6 | D: 5 | E: 0 | F: -8 | G: -1 | H: 4 | I: -11

CN1CCCN(C(=O)c2ccc(Cl)c(S(=O)(=O)N(C)c3ccccc3)c2)CC1
  A: -2 | B: 2 | C: -1.0 | D: -1 | E: -10 | F: -28 | G: 27 | H: 6 | I: 0

CSc1nc2nccc(-c3ccc(Oc4ccccc4)cc3)n2n1
  A: -2 | B: 4 | C: 0.7 | D: -9 | E: 16 | F: 8 | G: 25 | H: -5 | I: -2

Cc1cc(C)n2nc(NCc3ccccc3)nc2n1
  A: -1 | B: -13 | C: -0.9 | D: 5 | E: 8 | F: -2 | G: 15 | H: -1 | I: 9

Cc1ccc2c(c1)C(O)(CC(=O)c1cccc(-n3cccc3)c1)C(=O)N2 (configuration not stated)
  A: -2 | B: -3 | C: 1.2 | D: -9 | E: 5 | F: 13 | G: 21 | H: 8 | I: -13

CN1CCN(CCCNC(=O)c2ccc(CS(=O)(=O)c3ccc(Br)cc3)o2)CC1
  A: -1 | B: -5 | C: -0.2 | D: -14 | E: 5 | F: 0 | G: 8 | H: 4 | I: -1

O=C1CCCN1CCCNc1ccc2nnc(CCC(=O)N3CCN(c4ccccc4)CC3)n2n1
  A: -3 | B: 2 | C: 3.6 | D: 0 | E: 1 | F: -13 | G: 0 | H: 8 | I: 0

C=CCn1c(SCc2ccccc2)nc(O)cc1=O
  A: -3 | B: -16 | C: -0.1 | D: -13 | E: -13 | F: -2 | G: 3 | H: -10 | I: 10

Cc1cc(C(=O)N2CCCC(C(=O)c3ccc(Oc4ccccc4)cc3)C2)n[nH]1 (configuration not stated)
  A: -8 | B: -1 | C: -0.1 | D: 4 | E: 4 | F: -13 | G: 31 | H: 8 | I: -5

O=C(CCNS(=O)(=O)c1ccc(Cl)cc1)OCC(=O)c1ccc[nH]1
  A: 0 | B: -6 | C: 0.9 | D: 5 | E: 8 | F: -3 | G: -19 | H: 4 | I: 14

CC(=O)c1ccc(N2CCN(S(=O)(=O)c3ccc4c(c3)CC(=O)N4C)CC2)cc1
  A: -3 | B: -2 | C: 5.9 | D: 9 | E: 5 | F: -10 | G: 13 | H: -2 | I: -10

C/C(=N\Nc1cc(N2CCOCC2)nc(C)n1)c1cccc([N+](=O)[O-])c1
  A: 17 | B: -8 | C: 0.0 | D: 6 | E: -8 | F: 18 | G: 23 | H: 33 | I: 5

Cc1cnc(C(=O)N2CCN(S(=O)(=O)c3cc(C(F)(F)F)cc(C(F)(F)F)c3)CC2)cn1
  A: nt | B: 2 | C: nt | D: nt | E: 13 | F: 4 | G: nt | H: 1 | I: nt

Cc1ccc2nc(CCc3nc4ccc(C)cc4o3)oc2c1
  A: 0 | B: -5 | C: 0.0 | D: 10 | E: -4 | F: 12 | G: 15 | H: -1 | I: -8

CCOC(=O)NCc1cc(-c2nn(C)c(=O)c3ccccc23)ccc1C
  A: -1 | B: -2 | C: -1.1 | D: 7 | E: 19 | F: 2 | G: 45 | H: 5 | I: 7

CCOC(=O)c1c(S(=O)(=O)N2c3ccccc3CC2C)c(C)n(C)c1C (configuration not stated)
  A: -1 | B: 6 | C: 0.2 | D: 10 | E: 2 | F: -2 | G: 2 | H: 1 | I: 13

O=C1CC(C(=O)N2CCN(S(=O)(=O)c3cccc(F)c3)CC2)CN1Cc1ccccc1Cl (configuration not stated)
  A: 0 | B: 1 | C: 1.4 | D: 5 | E: -5 | F: 62* | G: -11 | H: -5 | I: 17
